Source: PubChem BioAssay (National Center for Advancing Translational Sciences (NCATS))
IL-2 act – activators of IL-2; IL-2 activation reporter assay, cell-based qHTS; stimulated with anti-CD3/CD4/CD28 beads; in transgenic mouse T cells; activation, % (series mostly up to about 46 µM); 360,000 tested, 0.065% active; in the data active = activation above about 50%; inconclusive = mostly about 30% to 49%; note: 0% is about no effect
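First, unstimulated transgenic mouse T cells were exposed to compound for 60 min. Next, anti-CD3/anti-CD4-coated beads with anti-CD28 were added. Finally, after 18 h at 37 degrees C, EGFP and DsRed were imaged.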
PI5P4Ka inh – blocks human PI5P4K alpha kinase activity | P48426 | PI5P4Kalpha enzyme, ADP-Glo luminescence, 60 min; stronger effect = lower value | max response, % | 330,000 tested, 1.2% active; active = max response of -50% or lower; inconclusive = between -30% and -50%; inactive = -30% or higher; note: value at the top dose of about 77 µM; % is set by controls: 0 for no effect and ±100 for the full control effect
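PI5P4Kalpha ADP-Glo assay; 5 microM ATP final; 60 min RT reaction; HEPES pH 7.4/EGTA/CHAPS, 5% DMSO; controls lacking substrate or enzyme; luminescent end-point.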
FUS yeast rescue – rescues growth of FUS-expressing yeast. AID 1347120. S. cerevisiae FUS-expressing, growth rescue, OD600, 24 h. Potency, µM (top dose mostly 76.6 µM), for inactives: at the highest dose growth rescue (activation), actives largely listed as activators. 390,000 tested, 0.24% active;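 note: potency is the fitted concentration of half-maximal effect; plate controls were DMSO vehicle for no effect and reference control for full effect; nearly all actives have a fitted effect of over 55% in size; some results filed as inactive show a strong effect at the top dose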
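Steps: raffinose overnight preculture; dilution to OD 0.005 in 2% galactose minimal medium; compound addition (concentration series); 24hr at 30C, 99% humidity; absorbance read at 600 nm.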
Abeta rescue – restores growth of yeast expressing A-beta42 peptide. yeast expressing A-beta42, growth rescue, OD600, 48 h; response scale: 0% DMSO, 100% iron-clioquinol control. Potency, µM (series often up to 46.1 µM), without a hit: at the highest dose growth rescue, hits mostly activators. 410,000 tested, 0.063% active. AID 1347071; note: potency is the fitted concentration of half-maximal effect; nearly all actives have a fitted effect of over 55% in size
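Growth rescue measured by 600 nm absorbance after 48 h yeast culture at 30 C with compound. Values normalized between DMSO and an equimolar ferric chloride plus clioquinol control.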
EPAC1 antagonist – EPAC1 (human) antagonism; EPAC1 GEF assay, Rap1b-BODIPY-GDP exchange fluorescence; Potency, µM (highest dose often 115 µM), for inactives: at the highest dose activity change, negative = inhibition, hits mostly inhibitors; 360,000 tested, 0.14% active;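 note: potency is the fitted concentration of half-maximal effect; plate controls were vehicle for no effect and positive control for full effect; nearly all actives have a fitted effect of over 50% in size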
EPAC1 ag – EPAC1 (human) agonism. O95398. EPAC1 agonist qHTS, biochemical assay; response scale: 100% = response to 6.5 mM cAMP. Potency, µM (titrated, usually from 154 µM), inactives show top-dose activation, most hits filed as activators. 360,000 tested, 0.073% active. AID 720707; note: potency is the fitted concentration of half-maximal effect; nearly all actives have a fitted effect of over 60% in size
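EPAC1 100 nM, Rap1B–BODIPY-GDP 250 nM, unlabeled GDP 50 uM; compound titration; 5 min RT; kinetic read ex480/em540 at 5-min intervals ×30 min; data normalized to 6.5 mM cAMP agonist control.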
PLK1 PBD inh – PLK1 (human) polo-box domain binding inhibition; P53350; Potency, µM, for the others: max response, negative = inhibition, actives largely listed as inhibitors; 360,000 tested, 2.8% active; Plk1 PBD binding of FITC phosphopeptide, fluorescence polarization; note: potency is the fitted concentration of half-maximal effect; series mostly up to about 57 µM; % is set by controls: 0 for no effect and ±100 for the full control effect; nearly all actives have a fitted effect of over 65% in size
WRN helicase inh – inhibitors of human WRN helicase | WRN helicase unwinding, fluorescent forked duplex, kinetic | Potency, µM (titrated, usually from 114 µM), without a hit: top-dose activity change, negative = inhibition, hits mostly inhibitors | AID 651768 | 360,000 tested, 0.46% active; note: potency is the fitted concentration of half-maximal effect; % is set by controls: 0 for no effect and ±100 for the full control effect; nearly all actives have a fitted effect of over 55% in size
Target sequence (Q14191 whole entry, looked up): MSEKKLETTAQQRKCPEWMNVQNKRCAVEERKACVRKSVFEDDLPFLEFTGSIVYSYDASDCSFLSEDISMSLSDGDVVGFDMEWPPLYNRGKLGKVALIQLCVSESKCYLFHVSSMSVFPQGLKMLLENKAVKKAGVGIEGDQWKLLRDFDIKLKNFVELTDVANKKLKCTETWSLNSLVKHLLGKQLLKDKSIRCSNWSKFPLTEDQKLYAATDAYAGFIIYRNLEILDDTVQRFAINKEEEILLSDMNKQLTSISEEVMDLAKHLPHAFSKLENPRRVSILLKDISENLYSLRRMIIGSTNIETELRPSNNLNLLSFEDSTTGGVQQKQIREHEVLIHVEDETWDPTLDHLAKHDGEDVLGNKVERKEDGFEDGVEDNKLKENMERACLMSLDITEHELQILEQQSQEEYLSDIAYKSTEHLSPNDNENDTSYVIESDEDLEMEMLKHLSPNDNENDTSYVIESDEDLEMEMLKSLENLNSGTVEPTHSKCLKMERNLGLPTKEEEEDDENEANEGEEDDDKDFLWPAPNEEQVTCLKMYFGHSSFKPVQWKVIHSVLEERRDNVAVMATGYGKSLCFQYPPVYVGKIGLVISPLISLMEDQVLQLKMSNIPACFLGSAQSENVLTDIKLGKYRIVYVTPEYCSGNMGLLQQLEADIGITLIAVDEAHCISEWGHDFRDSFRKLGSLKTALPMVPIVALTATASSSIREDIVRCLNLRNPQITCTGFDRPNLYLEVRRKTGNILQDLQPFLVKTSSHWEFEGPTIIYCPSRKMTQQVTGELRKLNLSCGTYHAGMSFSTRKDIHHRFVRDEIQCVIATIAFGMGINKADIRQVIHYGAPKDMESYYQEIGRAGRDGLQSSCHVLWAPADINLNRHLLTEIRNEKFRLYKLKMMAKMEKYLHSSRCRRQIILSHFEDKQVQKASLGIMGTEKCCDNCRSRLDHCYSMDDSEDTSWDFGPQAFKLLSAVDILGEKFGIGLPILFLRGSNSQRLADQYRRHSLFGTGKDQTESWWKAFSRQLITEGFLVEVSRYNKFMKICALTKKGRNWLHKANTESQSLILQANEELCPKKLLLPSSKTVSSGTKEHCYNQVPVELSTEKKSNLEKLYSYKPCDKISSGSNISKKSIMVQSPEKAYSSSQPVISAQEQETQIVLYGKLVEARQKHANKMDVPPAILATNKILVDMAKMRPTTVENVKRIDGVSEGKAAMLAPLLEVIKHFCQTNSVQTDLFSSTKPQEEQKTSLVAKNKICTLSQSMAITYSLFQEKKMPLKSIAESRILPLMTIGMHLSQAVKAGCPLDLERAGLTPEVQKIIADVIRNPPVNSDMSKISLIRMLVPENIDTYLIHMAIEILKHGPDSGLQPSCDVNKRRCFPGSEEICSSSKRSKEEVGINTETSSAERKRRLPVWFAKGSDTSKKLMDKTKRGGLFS
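Primary qHTS, 1536-well format. 20 nM WRN + compound, 15 min RT; start with 100 nM forked fluorophore/quencher duplex, 2 mM ATP (final); kinetic read ex 525/em 598 nm.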
Starred values were filed as active, the others as inactive; u = inconclusive; x = no result given; [ ] = remark or other dose. Unless noted, calls come from the whole dose curve; as a rule, active = well fitted curve in the direction sought with a large enough effect; inconclusive = small, poorly fitted or top-dose-only effect, or another doubt; inactive = no such curve, though single readings can be large; an effect the other way counts as inactive or inconclusive. The order is random, and some 4.1% of all compounds hit somewhere here.

Results follow in this order: IL-2 act	PI5P4Ka inh	FUS yeast rescue	Abeta rescue	EPAC1 antagonist	EPAC1 ag	PLK1 PBD inh	WRN helicase inh
- CN1CCN(c2ccc(NC(=O)COc3ccccc3)cc2Cl)CC1
→ -3.4	0	17%	1%	3%	-15%	-1%	3%
- C=CC(COCc1ccccc1)N([C@@H](Cc1ccccc1)C(=O)OC)S(=O)(=O)c1ccccc1Br (some centres undefined)
→ -4.5	21	12%	4%	-12%	7%	-11%	-6%
- Cn1c(-c2cc3ccc(OC(=O)C(C)(C)C)cc3oc2=O)nc2ccccc21
→ 9.1	x	u	-5%	-11%	-2%	-2%	-11%
- O=[N+]([O-])c1cccc(NC(=S)NCc2ccncc2)c1
→ -0.1	-11	14%	-5%	2%	-1%	-11%	5%
- Cc1ccccc1OCCCn1c(=O)sc2ccccc21
→ -0.9	16	25%	17%	-7%	10%	-5%	-10%
- CNC(=O)CSc1nnc(C2CC2)n1-c1ccccc1
→ -0.6	1	7%	18%	1%	-5%	3%	17%
- Cc1ccc(-n2cc(CCCCCCCCC(=O)O)nn2)cc1
→ -1.3	0	-12%	3%	-4%	8%	-17%	4%
- Cc1cccc(C)c1NC(=O)C(c1ccc(Cl)cc1Cl)N1CCCCC1 (centres undefined)
→ -1.2	8	11%	17%	-18%	9%	-7%	-9%
- Cc1ccc(S(=O)(=O)Oc2ccc(/C=C3\C(=N)N4N=C(S(C)(=O)=O)SC4=NC3=O)cc2)cc1
→ 0.2	-57*	31%	x	u	-9%	15µM*	u
- COc1ccccc1NC(=O)c1ccc(CN2CCOCC2)cc1
→ -0.3	-1	-19%	16%	4%	-17%	-1%	8%
- O=C(NCCN1CCCCC1)c1ccc(Oc2cc(Cl)cc(Cl)c2)o1
→ 1.7	0	-1%	0%	2%	6%	-4%	-1%
- CS(=O)(=O)c1ccc(-c2nnc(NC(=O)c3ccco3)o2)cc1
→ 0.5	3	0%	-8%	-5%	15%	-5%	-6%
- Cc1ccc(OCCCC(=O)N2CCOCC2)cc1
→ -3.3	u	-2%	13%	13%	-1%	12µM*	10%
- Cc1cc(C(F)(F)F)nn1CC(=O)N1CCCCC1C (centres undefined)
→ 0.2	1	-18%	7%	3%	-4%	1%	8%
- COc1ccc(NC(=O)c2cccc(N3C(=O)C4CC=C(C)CC4C3=O)c2)c(OC)c1 (centres undefined)
→ -0.4	1	23%	-1%	10%	11%	0%	-6%
- COc1ccc(-c2oc3c(c2C(=O)OCCO)C(OCCO)CCC3)cc1 (centres undefined)
→ 0.3	5	14%	-12%	13%	17%	-7%	4%
- COc1ccc(S(=O)(=O)N2CCN(CCC(=O)Nc3ccccc3F)CC2)cc1
→ 0.5	x	-9%	18%	-2%	9%	-3%	-5%
- CC(OC(=O)c1ccccc1C(=O)N(C)Cc1ccccc1)C(=O)NC1(C#N)CCCCC1 (centres undefined)
→ 0.6	-1	20%	2%	1%	-11%	-4%	-15%
- Cc1cc2cc(CCNC(=O)C(C)C)c(=O)[nH]c2cc1C
→ 0.6	x	-9%	15%	3%	-2%	0%	-5%
- CCCNc1nc(N)nc(-c2cc(Cl)ccc2OC)n1
→ 0.7	12	-3%	-16%	11%	0%	-5%	8%
- Cc1cc(C)cc(Oc2ccc(C(F)(F)F)cc2C#N)c1
→ 0.9	0	-18%	-19%	-16%	-5%	-4%	-23%
- CO/N=C(/CS(=O)c1ccc(Br)cc1)c1ccc(OC)cc1 (centres undefined)
→ 0.8	1	-10%	8%	-14%	11%	3%	-4%
- CC1CCC(C(C)C)C(OC(=O)C[n+]2cc(-c3ccc(Cl)cc3)n3c2CCC3)C1 (centres undefined)
→ -2.8	6	30%	-16%	-22%	3%	-11%	-1%
- CS(=O)(=O)c1ccc2nc(NC(=O)c3ccc(Cl)nc3)sc2c1
→ 3.1	-8	24%	-3%	4%	12%	-2%	-11%
- Cc1c(CNCCc2ccccc2Cl)c(C(=O)O)c(C)n1-c1ccccc1
→ 0.2	-21	10%	8%	16%	-6%	u	3%
- Cc1cc(C(=O)OCC(=O)N2CCc3ccccc32)c(C)o1
→ 2.2	1	-13%	26%	6%	-7%	-3%	11%
- CC(C(=O)N1CCc2ccccc21)N1CCc2ccccc2C1 (centres undefined)
→ -2.8	x	42%	1%	0%	7%	-4%	4%
- O=C(Nc1ccc2c(c1)OCO2)c1cc(C2CCCCN2S(=O)(=O)c2cccs2)on1 (centres undefined)
→ -0.4	-2	30%	19%	-3%	-6%	-1%	-6%
- CN(C(=O)c1ccc2c(c1)CCN2S(C)(=O)=O)c1ccccc1
→ 0.4	-7	12%	-16%	-8%	5%	-3%	1%
- COC(=O)c1[nH]c(C)c(/C(O)=C2\C(=O)C(=O)N(CCN(C)C)C2c2cc(OC)ccc2OC)c1C (centres undefined)
→ -0.4	6	22%	1%	5%	2%	-2%	6%
- O=C(Cn1cc2c(n1)CCCCC2)NCCCN1CCOCC1
→ -2.3	-6	-19%	-7%	-18%	1%	-13%	1%
- CC(C)C(=O)Nc1c(C(=O)N2CCN(c3ncccn3)CC2)oc2ccccc12
→ -2.0	5	1%	-7%	16%	-15%	2%	2%[57.1 µM]
- COc1cc(O)c(NC(C)=O)c2nonc12
→ -2.7	x	-15%	13%	3%	3%	-16%	-2%[57.1 µM]
- CC1(C)CC(=O)C(C=NCCN2CCN(C(=O)NC34CC5CC(CC(C5)C3)C4)CC2)=C(O)C1
→ -1.2	6	x	-8%	4%	1%	-7%	-11%
- CCN(CC)CCc1nc(-c2ccccc2)no1
→ 0.5	4	-34%	-10%	3%	-20%	-16%	4%
- CC(C)n1c2ccccc2c2nnc(SCC(=O)Nc3ccccc3C(=O)O)nc21
→ -0.2	-15	1%	9%	-1%	-10%	27µM*	-9%[57.1 µM]
- COC(=O)Cc1[nH]n(-c2nc3ccccc3s2)c(=O)c1C(C)=Nc1ccc(OC)cc1
→ -0.3	1	-1%	-13%	0%	-4%	-1%	2%
- CCS(=O)(=O)Nc1cc2c3c(c1)CCC(=O)N3CCC2
→ 0.8	-7	3%	-7%	u	7%	-20%	1%
- CCCS(=O)(=O)NC(=O)C1(C)CCN(C(=O)c2ccccc2OC)C1 (centres undefined)
→ -0.4	-2	-11%	-16%	0%	13%	-8%	6%
- COc1cc(C(=O)Nc2nnc(C)s2)c([N+](=O)[O-])cc1OC
→ 0.3	2	-1%	-6%	5%	9%	-5%	-30%

A portion of the results above, as a working copy:
Results follow in this order: IL-2 act	PI5P4Ka inh	FUS yeast rescue	Abeta rescue	EPAC1 antagonist	EPAC1 ag	PLK1 PBD inh	WRN helicase inh
- COc1cc(O)c(NC(C)=O)c2nonc12
→ -2.7	x	-15%	13%	3%	3%	-16%	-2%[57.1 µM]
- CC1(C)CC(=O)C(C=NCCN2CCN(C(=O)NC34CC5CC(CC(C5)C3)C4)CC2)=C(O)C1
→ -1.2	6	x	-8%	4%	1%	-7%	-11%
- CCN(CC)CCc1nc(-c2ccccc2)no1
→ 0.5	4	-34%	-10%	3%	-20%	-16%	4%
- CC(C)n1c2ccccc2c2nnc(SCC(=O)Nc3ccccc3C(=O)O)nc21
→ -0.2	-15	1%	9%	-1%	-10%	27µM*	-9%[57.1 µM]
- COC(=O)Cc1[nH]n(-c2nc3ccccc3s2)c(=O)c1C(C)=Nc1ccc(OC)cc1
→ -0.3	1	-1%	-13%	0%	-4%	-1%	2%
- CCS(=O)(=O)Nc1cc2c3c(c1)CCC(=O)N3CCC2
→ 0.8	-7	3%	-7%	u	7%	-20%	1%
- CCCS(=O)(=O)NC(=O)C1(C)CCN(C(=O)c2ccccc2OC)C1 (centres undefined)
→ -0.4	-2	-11%	-16%	0%	13%	-8%	6%
- COc1cc(C(=O)Nc2nnc(C)s2)c([N+](=O)[O-])cc1OC
→ 0.3	2	-1%	-6%	5%	9%	-5%	-30%

Next structures.
Results follow in this order: IL-2 act	PI5P4Ka inh	FUS yeast rescue	Abeta rescue	EPAC1 antagonist	EPAC1 ag	PLK1 PBD inh	WRN helicase inh
- CC(C)(C)OCC(NC(=O)C(CC(N)=O)NC(=O)OC(C)(C)C)C(=O)OC(C)(C)C (centres undefined)
→ -0.1	3	10%	-19%	3%	-9%	-2%	-7%
- O=C(CSc1nnc(-c2cccs2)n1-c1ccccc1)N1CCCC1
→ -1.6	x	5%	21%	6%	-6%	2%	1%
- CC(C)(C)c1ccc(C(=O)NCCC(=O)Nc2ccc(S(=O)(=O)Nc3nccs3)cc2)cc1
→ 3.7	-3	11%	-5%	u	5%	-16%	-18%
- c1ccc(-c2cc3n(c2)CCc2ccccc2-3)cc1
→ -0.5	-3	15%	20%	-4%	3%	-3%	-12%
- COc1ccccc1NC(=O)NCCN1CCN(C(=O)Nc2ccccc2OC)CC1
→ -2.6	2	-17%	2%	u	-3%	-7%	4%
- Cc1cccc(S(=O)(=O)Nc2nc3ccccc3nc2Nc2ccc3c(c2)OCO3)c1
→ 6.5	4	1%	7%	-7%	7%	u	-20%
- COc1ccc2c(C)cc(N3CCOCC3)nc2c1
→ -1.5	0	-24%	-5%	6%	4%	3%	5%
- COc1cc(/C=N/N=C2/C(=O)Nc3ccccc32)cc(OC)c1O
→ -3.9	u	x	-18%	-27%	-2%	-13%	u
- CN(C)/C=C(\C#N)S(=O)(=O)C(C)(C)C
→ -0.8	-5	4%	-11%	8%	5%	-15%	1%
- O=c1ccc(Cl)nn1-c1ccccc1
→ 1.2	-1	-5%	-16%	-3%	0%	-25%	-28%
- CCNC(=S)NNC(=O)c1cc(-c2ccc(OCC)cc2)nc2ccccc12
→ -2.8	x	25%	-60%[inhibitor]	-13%	13%	-16%	-15%
- O=C1C2CCCN2C(=S)N1c1ccccc1 (centres undefined)
→ -4.8	-2	-7%	-2%	2%	2%	13µM*	4%
- CCOC(=O)[C@H]1[C@H]2COc3ccccc3[C@@H]2N2C(=O)c3cc(Cl)ccc3NC(=O)[C@@]12C
→ 0.7	-6	11%	u	-14%	-4%	-7%	-10%
- CC(C)(C)OC(=O)NCCc1nnc(SCC(=O)Nc2cccc(Cl)c2)o1
→ 0.4	0	6%	6%	-2%	-2%	3%	4%
- CC(C)(C)c1ccc(C(=O)NCCC(=O)Nc2ccc3c(c2)OCCO3)cc1
→ -0.7	-3	-8%	3%	-6%	u	-2%	-4%
- COc1ccc(-c2sc3ccccc3c2C#CCO)cc1
→ -1.5	-16	30%	-33%[inhibitor]	-3%	6%	-19%	-6%
